# Screening data as filed in PubChem BioAssay.
# TLR9-MyD88 block: inhibitors of TLR9-MyD88 association in cells, primary screen, cell-based, CHO, BLA complementation, fluorescence | Toll-like receptor 9 (Homo sapiens) + Myeloid differentiation primary response protein … | CCF4 FRET ratio | inhibition, % at 4.98 µM | actives 0.21% (n = 340,000) | AID 504734, 2011;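 active = inhibition above the mean over all tested compounds plus 3 SD, cut at about 21% in these data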;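 also: 0% = DMSO only wells and 100% = clavulanate BLA inhibitor control wells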
# Target sequence (Q99836 whole entry, looked up): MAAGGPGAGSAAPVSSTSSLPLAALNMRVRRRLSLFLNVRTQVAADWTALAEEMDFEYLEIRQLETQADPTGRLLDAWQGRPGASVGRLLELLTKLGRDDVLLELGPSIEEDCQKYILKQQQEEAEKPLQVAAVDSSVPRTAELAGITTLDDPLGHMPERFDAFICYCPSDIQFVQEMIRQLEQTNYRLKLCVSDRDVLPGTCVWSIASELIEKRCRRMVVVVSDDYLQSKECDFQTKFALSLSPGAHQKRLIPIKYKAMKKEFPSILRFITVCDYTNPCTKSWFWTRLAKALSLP
# Target sequence (Q9NR96 whole entry, looked up): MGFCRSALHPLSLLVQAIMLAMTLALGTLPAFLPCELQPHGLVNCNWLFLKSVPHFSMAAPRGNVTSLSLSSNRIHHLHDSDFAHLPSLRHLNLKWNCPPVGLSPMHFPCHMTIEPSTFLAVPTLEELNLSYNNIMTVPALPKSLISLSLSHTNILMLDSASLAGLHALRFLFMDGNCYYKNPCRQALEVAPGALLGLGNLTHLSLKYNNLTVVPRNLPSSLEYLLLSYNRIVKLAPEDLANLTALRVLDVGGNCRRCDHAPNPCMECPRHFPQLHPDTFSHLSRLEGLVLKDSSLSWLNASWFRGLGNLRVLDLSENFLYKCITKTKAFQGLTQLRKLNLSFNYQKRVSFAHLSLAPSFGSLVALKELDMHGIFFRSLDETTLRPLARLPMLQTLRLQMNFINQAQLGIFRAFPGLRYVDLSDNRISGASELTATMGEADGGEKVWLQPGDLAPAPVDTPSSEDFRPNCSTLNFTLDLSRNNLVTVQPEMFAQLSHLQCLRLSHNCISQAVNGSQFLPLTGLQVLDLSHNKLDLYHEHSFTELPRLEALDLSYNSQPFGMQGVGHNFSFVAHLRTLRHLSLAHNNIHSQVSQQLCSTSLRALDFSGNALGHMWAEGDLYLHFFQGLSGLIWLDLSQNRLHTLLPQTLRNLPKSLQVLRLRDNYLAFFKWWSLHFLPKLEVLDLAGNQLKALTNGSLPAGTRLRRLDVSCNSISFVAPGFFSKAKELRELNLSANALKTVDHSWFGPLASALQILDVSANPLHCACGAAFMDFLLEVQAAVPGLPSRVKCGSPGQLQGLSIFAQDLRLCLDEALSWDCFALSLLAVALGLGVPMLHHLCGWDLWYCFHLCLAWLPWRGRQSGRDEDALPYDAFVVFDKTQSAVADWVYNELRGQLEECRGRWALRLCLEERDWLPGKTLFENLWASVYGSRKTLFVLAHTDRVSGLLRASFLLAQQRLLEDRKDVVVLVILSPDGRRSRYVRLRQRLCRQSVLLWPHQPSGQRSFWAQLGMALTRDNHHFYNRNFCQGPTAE
# Vif inh: HIV Vif self-association inhibitors, primary screen, imaging, HEK293T, single point; HEK293T cells, Vif self-association by quenched fluorescence, 24 h; inhibition, % at 7.49 µM; actives 0.35% (n = 340,000); AID 602346, 2012; in the data active = inhibition above about 50%, passing the limit was not always enough; also: some results filed as inactive read as strong as hits
# TROY NFkB inh: inhibitors of TROY-driven NF-kB signaling, primary screen, Q293 LMP1-TROYcd cells, NF-kB luciferase, uHTS | inhibition, % at 10 µM | actives 0.98% (n = 360,000) | Q293 LMP1-TROYcd NF-kB luciferase reporter, 4 h;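 active = compounds whose plate-normalised and pattern-corrected inhibition of the luciferase reporter signal at the single screening dose is 50% or more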
# C8 TRAIL sens: viability loss with TRAIL in NB7+C8 cells, primary screen, TRAIL sensitizer project, cell-based, ATPlite luminescence; inhibition (viability loss, TRAIL sensitization), % at 10 µM; actives 1% (n = 360,000); AID 624354, 2012;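 active = compounds causing at least 50% loss of cell viability in the single-dose screen, relative to plate controls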
# NOD2 RIPK2 PPI: NOD2-RIPK2 binding disruptors in cells, primary screen, fluorescence, CHO cells, BLA complementation; actives 0.38% (n = 360,000); AID 624267, 2012; CCF4 ratio; inhibition, % at 4.98 µM; in the data active = inhibition above about 21%;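 also: 0% = vehicle only and 100% = reference blocker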
# SRC1 inh: SRC1 coactivator transcriptional activity inhibitors, primary screen, cell-based, luminescence; inhibition, % at 3.6 µM; Nuclear receptor coactivator 1 (Homo sapiens), Q15788; HEK293 GAL4-SRC1 luciferase reporter; actives 0.12% (n = 360,000);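 active = inhibition above the campaign mean plus 3 SD, with each screening campaign given its own cutoff, cut at about 60% in these data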;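 also: 0% = DMSO treated cells and 100% = gossypol at 36 µM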
# LMP1 NFkB inh: EBV LMP1-driven NF-kappaB luciferase reporter inhibitors, primary screen, cell-based, luminescence, single point; LMP1-induced NF-kappaB luciferase reporter cells; inhibition, % at 12.5 µM; actives 0.69% (n = 350,000); in the data active = inhibition above about 41%;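 also: 0% = neutral control wells and 100% = reference inhibitor control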
# NR2F2 inh: NR2F2 transcriptional activity inhibitors, primary screen, cell-based, luciferase reporter, HEK293T, luminescence | actives 0.7% (n = 370,000) | inhibition, % at 8.6 µM | AID 686940, 2013 | COUP transcription factor 2 (Homo sapiens), P24468 | HEK293T NGFI-A luciferase reporter;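 active = inhibition above a per-plate cutoff, mean inhibition of test wells between control levels plus 3 SD, cut at about 38% in these data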;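 also: cells cotransfected with COUP-TFII expression vector driving the NGFI-A reporter; 0% = median of COUP-TF2 test wells and 100% = reporter-only cells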
# NR5A2 inv ag: LRH-1 (NR5A2) inverse agonists, primary screen, cell-based, luminescence, HEK293T, StAR-luciferase reporter. LRH-1 transfected, 24 h. inhibition, % at 3.6 µM. actives 0.13% (n = 360,000);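 active = inhibition above the mean inhibition of all tested compounds plus 3 SD, cut at about 73% in these data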;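 also: 0% = DMSO wells and 100% = reporter-only cells lacking LRH-1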
# NCOA2 inhibitor: inhibition of GAL4-SRC2 driven luciferase reporter, primary screen, SRC2 inhibitor project, cell-based, luminescence; HEK293 GAL4-SRC2 luciferase reporter; AID 651957, 2012; inhibition, % at 9 µM; Nuclear receptor coactivator 2 (Homo sapiens), Q15596; actives 0.17% (n = 370,000);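 active = inhibition above the mean inhibition of all tested compounds plus 3 SD, set per campaign, cut at about 52% in these data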;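 also: 0% = DMSO treated cells and 100% = cells given Gossypol at 36 µM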
# SRC3 inh: SRC3 coactivator transcriptional activity inhibitors, primary screen, cell-based, luminescence; HEK293 GAL4-SRC3 luciferase reporter; inhibition, % at 3.6 µM; AID 588352, 2011; Nuclear receptor coactivator 3 (Homo sapiens), Q9Y6Q9; actives 0.17% (n = 360,000);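 active = inhibition above a per-campaign cutoff, the mean of all compounds plus 3 SD, cut at about 60% in these data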;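 also: 0% = DMSO-treated cells and 100% = gossypol-treated cells at 36 µM; higher means less SRC3-driven luciferase light from the GAL4 reporter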
# Active calls of the source: *; x = not tested or not shown; & = joins results of further samples; ! = a repeat was not active. The list is partial; the hit share may differ from the screen's.
structure	TLR9-MyD88 block	Vif inh	TROY NFkB inh	C8 TRAIL sens	NOD2 RIPK2 PPI	SRC1 inh	LMP1 NFkB inh	NR2F2 inh	NR5A2 inv ag	NCOA2 inhibitor	SRC3 inh
COc1cc(C=O)ccc1O	x	-5.2	-2.1	-3.9	15.4	1.9	x	11.7	26.9	2.0	1.1
CN(C)C/C=C(\c1ccc(Br)cc1)c1cccnc1	-5.7	-1.0	3.4	-8.1	7.8	8.8	4.2	18.1	3.2	-18.6	-3.4
CCCCCCCCCCCCCCCC(O)C(N)CO (centres undefined)	1.7	-0.2	2.9	24.1	-9.5	8.5	-1.0	10.7	-10.0	-3.8	-9.7
C/C(=N\NC(=S)NCc1ccccc1)C1CCCCC1	-0.4	-7.1	-19.9	-3.5	-5.2	-90.6	2.0	-5.7	-10.8	-24.5	-6.4
CCCCOc1cc(C(=O)OCCN(CC)CC)ccc1N	-6.5&-15.5	-8.6&0.6	3.8&-11.7	-3.8&-14.3	0.8&3.3	4.8&-4.8	-7.0&-1.0	-9.6&4.6	-15.2&-14.5	-8.3&10.7	-1.8&4.7
CCCC(=O)O[C@]1(C(=O)COC(C)=O)CC[C@H]2[C@@H]3C[C@H](F)C4=CC(=O)C=C[C@]4(C)[C@@]3(F)[C@@H](O)C[C@@]21C	-0.9	-1.8	23.2	2.3	-7.7	-25.9	24.5	-8.7	-6.3	-48.4	-51.3
Cn1ccc2cc3c(cc21)CCN3C(=O)Nc1cccnc1	-0.3	-0.5	13.7	2.4	-7.7	-3.3	-5.6	-0.5	9.5	1.2	-28.2
O=C(c1ccccn1)N(Cc1cccs1)C1(C(=O)NC2CCCCC2)CCCCC1	-3.9	0.8	15.2	22.1	3.4	-6.9	6.0	12.5	15.5	13.4	20.4
Cc1cc(=O)oc2cc(O)ccc12	-8.9	-19.8	-12.7	-0.3	-13.7	6.5	-2.2	-19.4	20.4	18.3	24.9
Cc1c(C)n(Cc2ccccc2)c2ccc(C(=O)OCCN(C)C)cc12	-5.1	-10.7	-47.7	-7.1	1.1	-5.7	-19.8	-10.1	0.9	-7.1	25.1
O=C(O)Cc1cn(-c2ccccc2)nc1-c1ccc(Cl)cc1	-4.2	0.3	-10.0	-2.8	-2.7	-8.8	-6.2	11.5	-14.5	1.9	1.7
CCc1cccc(CC)c1NC(=O)CN(CC(=O)O)CC(=O)O	-3.1	0.8	-1.4	-7.7	-15.4	5.9	-7.4	3.1	-7.3	-17.3	-14.2
CC[C@]12CCCN3CCc4c(n(c5ccccc45)[C@](O)(C(=O)OC)C1)[C@@H]32	-3.4	-3.0	0.0	0.0	-9.5	16.9	2.0	-3.2	12.4	-1.5	0.1
CCCOc1ccc(C(=O)OCCN(CC)CC)cc1N	8.7	-7.3	7.3	-5.3	-6.9	-15.8	-1.4	-23.5	12.2	-5.7	-8.7
Cc1scc2c1N(C(=O)CN1CCN(C)CC1)c1ccccc1NC2=O	-1.0	-5.2	-8.5	-0.7	-6.9	-5.4	1.2	-6.4	-0.1	-17.6	0.9
O=C(O)Cc1sc(-c2ccccc2)nc1-c1ccc(Cl)cc1	4.4	-12.5	-0.3	2.4	0.0	-3.8	0.4	16.9	-1.4	-26.0	-11.6
CC(C)(C)NCC(O)COc1cccc2c1CC(O)C(O)C2 (centres undefined)	7.3	-11.6	0.0	8.7	-3.9	-8.8	2.2	4.7	-6.8	9.4	-8.3
N=c1nc(N2CCCCC2)cc(N)n1O	-10.3&0.4	-8.3&5.9	5.4&0.7	-1.6&-0.1	-4.4&2.6	7.1&6.9	0.4&5.8	10.2&-10.5	-13.3&14.0	22.3&2.8	-5.1&-12.0
C[C@@H]1C[C@H]2[C@@H]3CCC4=CC(=O)C=C[C@]4(C)[C@@]3(Cl)[C@@H](O)C[C@]2(C)[C@@]1(OC(=O)c1ccco1)C(=O)CCl	-1.0	-4.9	34.0	13.6	-8.9	-6.3	5.1	2.2	1.7	-9.6	-65.0
CN(C)S(=O)(=O)n1cc(/C=C(\NC(=O)c2ccccc2)C(=O)NCCCn2ccnc2)c2ccccc21	7.5	-4.4	11.0	14.9	10.9	-14.9	-3.2	-7.1	-5.0	-3.5	-19.8
O=C1c2c(O)ccc(O)c2C(=O)c2c(NCCNCCO)ccc(NCCNCCO)c21	2.8&-3.1	9.3&1.9	78.1*!	82.4*	6.2&-19.6	65.1*	66.7*	-35.3&-40.1	35.5&45.0	-362.4	24.0&-45.5
CCCC1(c2ccccc2)NC(=O)N(CC(=O)N(C)Cc2c(F)cccc2Cl)C1=O (centres undefined)	3.1	-8.1	4.5	-13.2	-5.5	9.5	-17.2	-5.8	2.6	-4.4	-5.0
CN(C)CC/C=C1/c2ccccc2COc2ccc(CC(=O)O)cc21	-8.6	-1.4	-1.8	5.1	-17.1	-3.9	-5.9	-16.1	8.6	16.5	-1.4
CCc1ccccc1OC[C@@H](O)CN[C@H]1CCCc2ccccc21	7.2	-6.7	7.8	14.7	-4.1	-4.3	5.1	-1.5	19.4	5.5	2.1
O=C1NC(=S)S/C1=C\C=C\c1ccc([N+](=O)[O-])o1	-4.9	-2.7	-27.1	14.3	2.5	-62.6	-47.6	-0.4	14.5	-6.7	14.0
O=C(O)c1cc(=O)c2ccccc2o1	-10.2	1.1	0.4	13.3	-2.8	4.9	1.2	-2.5	4.7	-48.0	-4.7
COc1cc(C2Oc3cc(C4Oc5cc(O)cc(O)c5C(=O)C4O)ccc3OC2CO)ccc1O (centres undefined)	1.9	11.2	8.9	-2.1	-5.0	-3.3	3.8	-20.4	-7.3	-8.0	2.1
CCCCCCCCCCCCCCC[C@@H](O)[C@@H](N)CO	6.4	-4.8	8.3	94.9*	-6.5	6.4	7.0	-0.1	-15.1	17.9	-6.0
CC(=O)Oc1ccc2c(C)cc(=O)oc2c1	5.0	1.3	-9.9	-6.7	-7.0	-14.7	-3.6	4.6	-7.4	6.3	13.3
O=C(Nc1cc(-c2ccccc2)nn1-c1ccccc1F)c1ccc([N+](=O)[O-])cc1	7.2	5.9	11.0	-4.9	0.6	-16.9	-4.2	-11.1	-5.5	-12.7	-5.7
O=C(NC1CCN(CCc2c[nH]c3ccccc23)CC1)c1ccccc1	-9.3	-3.3	6.8	-6.6	5.8	-14.6	x	4.3	-7.8	1.4	-13.6
CC1O[C@@H](OCC2O[C@@H](Oc3cc(O)c4c(c3)OC(c3ccc(O)cc3)CC4=O)[C@H](O)[C@@H](O)[C@@H]2O)[C@H](O)[C@H](O)[C@H]1O (some centres undefined)	-11.6	-4.6	-1.3	3.1	-2.9	10.9	3.9	8.4	-1.1	-3.9	9.3
CC(C)NNC(=O)c1ccncc1	-5.4	-3.1	6.4	7.5	-0.2	15.3	8.4	5.2	6.6	-15.7	8.8
CCCCN(CCCC)CCCOC(=O)c1ccc(N)cc1	5.5	7.6	0.7	-9.7	7.2	5.6	-13.1	4.0	22.7	12.3	15.0
COc1cc(N)c(Cl)cc1C(=O)N[C@H]1CCN(CCCOc2ccc(F)cc2)C[C@H]1OC	-23.1	16.9	-7.0	22.0	-8.8	16.0	6.5	4.3	-10.4	-6.1	1.2
CC1(C)O[C@@H]2C[C@H]3[C@@H]4C[C@H](F)C5=CC(=O)C=C[C@]5(C)[C@@]4(F)[C@@H](O)C[C@]3(C)[C@]2(C(=O)CO)O1	6.5	1.4	23.5	-4.8	0.5	-18.8	4.5	-36.5	-26.4	-46.5	-31.5

# Record cards (already shown). Screens in order: TLR9-MyD88 block | Vif inh | TROY NFkB inh | C8 TRAIL sens | NOD2 RIPK2 PPI | SRC1 inh | LMP1 NFkB inh | NR2F2 inh | NR5A2 inv ag | NCOA2 inhibitor | SRC3 inh
# CC(C)NNC(=O)c1ccncc1 across the screens: -5.4 | -3.1 | 6.4 | 7.5 | -0.2 | 15.3 | 8.4 | 5.2 | 6.6 | -15.7 | 8.8
# CC1(C)O[C@@H]2C[C@H]3[C@@H]4C[C@H](F)C5=CC(=O)C=C[C@]5(C)[C@@]4(F)[C@@H](O)C[C@]3(C)[C@]2(C(=O)CO)O1 across the screens: 6.5 | 1.4 | 23.5 | -4.8 | 0.5 | -18.8 | 4.5 | -36.5 | -26.4 | -46.5 | -31.5

# (next part)
structure	TLR9-MyD88 block	Vif inh	TROY NFkB inh	C8 TRAIL sens	NOD2 RIPK2 PPI	SRC1 inh	LMP1 NFkB inh	NR2F2 inh	NR5A2 inv ag	NCOA2 inhibitor	SRC3 inh
Cc1nc2c3ccccc3nc(NNC(=O)CCC(=O)N3CCN(c4ccccc4F)CC3)n2n1	-7.8	-0.1	13.6	-13.3	-7.8	6.4	4.7	4.8	-1.4	-13.1	-10.2
CCN(CCCCOC(=O)c1ccc(OC)c(OC)c1)C(C)Cc1ccc(OC)cc1 (centres undefined)	-12.3	-2.4	-4.3	10.9	-5.4	-13.0	-1.6	3.4	-4.4	-0.7	13.6
CC(C)(C)NCC(O)COc1cccc2c1C[C@H](O)[C@H](O)C2 (some centres undefined)	7.4	-7.2	8.1	-1.5	-5.9	-8.2	2.8	3.2	22.2	20.0	-3.8
COC(=O)N/N=C/c1c[n+]([O-])c2ccccc2[n+]1[O-]	-5.6	11.5	-1.0	4.8	6.6	1.5	-14.1	11.6	-8.5	5.1	9.9
CC(Cc1cccc(C(F)(F)F)c1)NCCOC(=O)c1ccccc1 (centres undefined)	-0.7&0.1	-0.6&-1.8	4.9&-3.2	-1.3&-16.9	1.3&-3.8	-2.1&9.9	-2.5&-1.0	6.0&6.9	-29.0&-27.9	4.2&-9.5	5.3&-18.2
CC(=O)OCC(=O)[C@@]1(O)CC[C@H]2[C@@H]3CCC4=CC(=O)C=C[C@]4(C)[C@@]3(F)[C@@H](O)C[C@@]21C	-9.3	2.2	20.3	4.9	-6.6	-16.3	12.6	-18.0	-15.9	-30.7	-31.3
CCC(C(=O)Nc1ccccc1N1CCCC1)c1ccccc1 (centres undefined)	-2.0	-2.5	-20.9	4.8	-2.8	-3.8	3.3	-0.7	14.3	-14.5	15.7
CN[C@@H]1[C@H](O)[C@H](NC)[C@H]2O[C@@]3(O)C(=O)C[C@@H](C)O[C@H]3O[C@@H]2[C@H]1O	-5.0	3.2	10.8	1.5	-1.3	-11.9	10.4	5.8	1.0	14.1	1.0
O=[N+]([O-])c1cncn1CCN1CCOCC1	-5.2	-3.4	11.2	-2.7	9.6	-10.8	3.1	-11.8	-12.6	-2.9	-11.6
COc1ccc(C(=O)c2ccccc2)c(O)c1	-6.5	0.4	-15.9	-6.6	-7.4	-3.8	1.4	-1.2	-5.6	-1.9	1.3
CCCC(=O)O[C@]1(C(=O)CCl)[C@@H](C)C[C@H]2[C@@H]3CCC4=CC(=O)C=C[C@]4(C)[C@@]3(F)C(=O)C[C@@]21C	-7.1	-1.0	16.6	20.6	4.2	-20.2	11.1	7.5	-7.0	8.7	-43.5
